Compound activity (PubChem)
KB-3-1 tox: kills parental KB-3-1 adenocarcinoma cells | 400,000 tested, 1.4% active | AID 1347075 | Potency, µM (top dose mostly 46.1 µM), without a hit: at the top dose activity change, negative = cytotoxic, most hits filed as cytotoxic | KB-3-1 viability, CellTiter-Glo ATP luminescence, 72 h; also: potency is read from the fitted curve at half-maximal effect; % is scaled to controls: 0 for no effect and ±100 for the full control effect; nearly all actives have a fitted effect of over 60% in size
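KB-3-1 parental drug-naive adenocarcinoma cells in DMEM/10% FBS, incubated 72 h at 37 C with pin-transferred compounds across a concentration series. Viability by CellTiter-Glo luminescence; concentration-response curves fitted after normalization.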
IL-1B inflam inh: inflammasome signaling inhibition, IL-1 beta readout | THP-1 LPS/ATP IL-1B secretion, AlphaLISA, 16 h; stronger effect = lower value | activity change, % at 57.5 µM | 360,000 tested, 4.7% active | AID 743279; in the data active = activity change below about -50%; inconclusive = mostly about -30% to -49%; also: % is scaled to controls: 0 for no effect and ±100 for the full control effect
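THP-1 cells pretreated 1 hr with compounds (up to 57.5 uM final), then stimulated with LPS (250 ng/mL final) plus ATP (1.25 mM final); secreted IL-1B measured by AlphaLISA after 16 hr, decreased signal indicating inhibition.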
ATXN2 expr inh: inhibitors of ATXN2 expression | AID 1745845 | 360,000 tested, 0.72% active | Potency, µM (top dose mostly 57 µM), inactives show at the top dose activity change, negative = inhibition, usual class: inhibitors | HEK-293 ATXN2-luciferase reporter, luminescence, 24 h; also: potency is read from the fitted curve at half-maximal effect; % is scaled to controls: 0 for no effect and ±100 for the full control effect; nearly all actives have a fitted effect of over 55% in size
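ATXN2-luciferase reporter cells (luciferase flanked by upstream and downstream ATXN2 gene portions) were treated 24 h at 37 °C with compounds at up to 57 uM. SteadyGlo luminescence gave expression; GF-AFC fluorescence gave viability.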
HT1080 IDH1KD tx: HT-1080 IDH1 knockdown cell toxicity (counter line); HT-1080 IDH1 knockdown viability, ATP luminescence, 48 h; Potency, µM (doses to about 46.1 µM), inactives show at the highest dose activity, negative = toxicity, most hits filed as cytotoxic; 360,000 tested, 2% active;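 also: potency is read from the fitted curve at half-maximal effect; 0% = DMSO wells and -100% = cell-free medium wells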
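In this qHTS, HT-1080 cells depleted of IDH1 are exposed for 48 h at 37 °C to compound titrations. Toxicity is scored from CellTiter-Glo luminescence, with DMSO as full viability and medium alone as none.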
HT1080NT lethal: kills 2HG-producing HT-1080-NT fibrosarcoma cells; HT-1080-NT fibrosarcoma viability, CellTiter-Glo ATP luminescence, 48 h; Potency, µM (titrated, usually from 46.1 µM), inactives show at the highest dose activity, negative = less viability, usual class: cytotoxic; 360,000 tested, 1.6% active;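 also: NT is the 2HG producing partner of a matched IDH1 knockdown line; potency is read from the fitted curve at half-maximal effect; 0% = DMSO-treated cells and -100% = media-only wells without cells; nearly all actives have a fitted effect of over 55% in size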
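Compounds were tested in concentration-response format on HT-1080-NT cells for 48 hours at 37 degrees C. Cell viability came from CellTiter-Glo luminescence; curves were classified by r2, response magnitude and activity.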
KB-V1 MDR tox: KB-V1 MDR subline cytotoxicity. KB-V1 MDR cells viability, CellTiter-Glo, 72 h. Potency, µM (top dose mostly 46.1 µM), for the others: at the top dose activity change, negative = cytotoxicity, most hits filed as cytotoxic. 400,000 tested, 3.4% active. AID 1347076; also: potency is read from the fitted curve at half-maximal effect; % is scaled to controls: 0 for no effect and ±100 for the full control effect; nearly all actives have a fitted effect of over 60% in size
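KB-V1, DMEM (no phenol red) + 10% FBS; cpd pin-transferred, titration series; 72 h, 37 degrees C; CellTiter-Glo, luminescence. Data normalized, curve-fit.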
SW480 rereplic: inducers of DNA re-replication in SW480 colon cancer cells; 340,000 tested, 1.8% active; SW480 DNA re-replication, Hoechst DNA content imaging, 48 h; Potency, µM (titrated, usually from 46.1 µM), for the others: top-dose re-replication activation, actives largely listed as activators; also: potency is read from the fitted curve at half-maximal effect; % of control where 0% means no effect; nearly all actives have a fitted effect of over 55% in size
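Readout is total intensity of Hoechst-stained nuclei, excited at 405 nm and collected at 500-530 nm. Compound treatment lasted 48 hr at 37 C in 5% CO2 before staining.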
MCF10A rerep: induces DNA re-replication in MCF 10a normal breast cells. MCF 10A DNA re-replication, Hoechst nuclear intensity, 48 h. Potency, µM (top dose mostly 46.1 µM), without a hit: top-dose activity, positive = re-replication, actives largely listed as activators. 350,000 tested, 2.9% active. AID 624296; also: potency is read from the fitted curve at half-maximal effect; % of control where 0% means no effect; nearly all actives have a fitted effect of over 50% in size
WRN helicase inh: inhibitors of human WRN helicase; Q14191; WRN helicase unwinding, fluorescent forked duplex, kinetic; 360,000 tested, 0.46% active; Potency, µM (top dose mostly 114 µM), for inactives: at the top dose activity change, negative = inhibition, usual class: inhibitors; AID 651768; also: potency is read from the fitted curve at half-maximal effect; % is scaled to controls: 0 for no effect and ±100 for the full control effect; nearly all actives have a fitted effect of over 55% in size
Target sequence (Q14191 whole entry, looked up): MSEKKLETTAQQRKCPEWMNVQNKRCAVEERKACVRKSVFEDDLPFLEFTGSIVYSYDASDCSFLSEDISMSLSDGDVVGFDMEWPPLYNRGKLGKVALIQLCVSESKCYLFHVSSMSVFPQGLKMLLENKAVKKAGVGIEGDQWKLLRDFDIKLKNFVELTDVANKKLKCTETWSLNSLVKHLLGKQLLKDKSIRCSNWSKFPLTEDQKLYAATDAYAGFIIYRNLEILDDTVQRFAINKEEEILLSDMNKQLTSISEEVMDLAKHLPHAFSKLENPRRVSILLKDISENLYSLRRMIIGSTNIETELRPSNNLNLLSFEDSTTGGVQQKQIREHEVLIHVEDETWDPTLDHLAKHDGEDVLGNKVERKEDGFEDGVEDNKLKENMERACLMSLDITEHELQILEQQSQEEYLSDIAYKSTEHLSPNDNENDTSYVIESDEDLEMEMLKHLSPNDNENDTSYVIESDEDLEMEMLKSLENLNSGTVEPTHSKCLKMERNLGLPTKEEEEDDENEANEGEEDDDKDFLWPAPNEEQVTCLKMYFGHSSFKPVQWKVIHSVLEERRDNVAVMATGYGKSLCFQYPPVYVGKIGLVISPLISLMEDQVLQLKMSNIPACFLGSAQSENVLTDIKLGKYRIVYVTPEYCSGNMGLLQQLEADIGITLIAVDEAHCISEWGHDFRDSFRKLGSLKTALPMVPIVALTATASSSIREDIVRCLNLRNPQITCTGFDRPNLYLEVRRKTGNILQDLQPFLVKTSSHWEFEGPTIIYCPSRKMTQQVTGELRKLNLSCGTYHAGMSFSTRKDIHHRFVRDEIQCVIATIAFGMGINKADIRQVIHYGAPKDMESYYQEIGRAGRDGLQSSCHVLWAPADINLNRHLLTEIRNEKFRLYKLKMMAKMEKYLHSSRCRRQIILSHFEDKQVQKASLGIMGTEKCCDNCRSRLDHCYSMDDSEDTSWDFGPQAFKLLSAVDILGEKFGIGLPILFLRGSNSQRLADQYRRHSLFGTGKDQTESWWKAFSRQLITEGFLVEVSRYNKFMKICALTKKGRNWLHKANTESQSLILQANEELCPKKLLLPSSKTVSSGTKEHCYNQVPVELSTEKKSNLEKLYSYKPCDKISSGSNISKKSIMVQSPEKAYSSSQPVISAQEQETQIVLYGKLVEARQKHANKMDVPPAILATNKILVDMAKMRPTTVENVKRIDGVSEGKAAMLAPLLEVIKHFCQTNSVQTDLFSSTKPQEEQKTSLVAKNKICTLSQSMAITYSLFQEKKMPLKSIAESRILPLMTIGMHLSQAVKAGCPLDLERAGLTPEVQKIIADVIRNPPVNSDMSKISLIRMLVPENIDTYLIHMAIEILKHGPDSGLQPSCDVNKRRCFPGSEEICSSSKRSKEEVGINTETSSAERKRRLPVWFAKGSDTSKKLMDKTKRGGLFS
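Kinetic fluorescence helicase assay: unwinding of a quenched forked DNA duplex (100 nM final) with 2 mM ATP final raises red fluorescence (525/598 nm). Compounds sat 15 min at room temperature with 20 nM WRN beforehand.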
Numbers without * were called inactive; ? = inconclusive; / = not tested or not shown; ! = a repeat was not active; [ ] = remark or other dose. Unless noted, calls follow the shape of the dose curve; as a rule, active = well fitted curve in the direction sought with a large enough effect; inconclusive = small, poorly fitted or top-dose-only effect, or another doubt; inactive = no such curve, though single readings can be large; an effect the other way counts as inactive or inconclusive.

1: COc1cc(C)ccc1OCc1cc(C(=O)N2C[C@H]3CC[C@H]2C3)no1
2: O=C(OCC(=O)N1CCN(C(=O)c2ccco2)CC1)c1cccc(F)c1
3: CC(C)C[C@H]1CN(CCCC[C@@H]2CNC(=O)C(=O)N2CC2CCCCC2)C(=O)C(=O)N1CCc1ccc(O)cc1
4: O=C(COC(=O)c1cncc(Br)c1)Nc1nnc(-c2ccccc2)o1
5: C#CCN1C(=O)C(O)(CC(=O)c2ccc3c(c2)OCCO3)c2ccccc21 (stereo not drawn)
6: CC(=O)Oc1ccc(C)cc1N1C(=O)c2ccc(C(=O)O)cc2C1=O
7: COC(=O)c1ccc2ccccc2c1OC1OC(CO)C(O)C(O)C1NC(C)=O (stereo not drawn)
8: O=C(COC(=O)CCCN1C(=O)c2ccccc2C1=O)Nc1cc(Cl)cc(Cl)c1
9: CC1CCC(C(C)C)C(OC(=O)Cn2c(-c3ccc(Br)cc3)[n+](C)c3ccccc32)C1 (stereo not drawn)
10: COc1cccc2sc3cc(C#CC4(O)CCCCC4)ccc3c(=O)c12
assay / entry	1	2	3	4	5	6	7	8	9	10
KB-3-1 tox	15%	0%	12%	15%	-28%	12%	0%	10%	18µM*!	0%
IL-1B inflam inh	5	14	27	8	9	5	21	16	-101*	?
ATXN2 expr inh	18%	12%	7%	5%	7%	4%	/	4%	?	?
HT1080 IDH1KD tx	9%	-1%	18%	7%	8%	20%	7%	2%	16µM*	?
HT1080NT lethal	-2%	0%	10%	2%	4%	7%	13%	10%	10µM*	?
KB-V1 MDR tox	-22%	-8%	?	-2%	5%	14%	16%	3%	?	-17%
SW480 rereplic	0%	7%	/	-1%	-6%	-4%	-6%	-9%	?	-3%
MCF10A rerep	0%	12%	/	8%	-5%	?	-12%	-3%	?	?
WRN helicase inh	-2%	-2%	4%	-11%[11.6 µM]	6%	2%	6%	-6%	6%[57.1 µM]	-14%

11: CC1(C)COC(c2cc([N+](=O)[O-])ccc2Cl)=N1
12: N#CCC(=O)Nc1ccc(C(=O)OCC(=O)NCc2ccc3c(c2)OCO3)cc1
13: CC(=O)Nc1ccc(C(=O)NC2CCSc3ccccc32)cc1 (stereo not drawn)
14: CCOc1ccc(CCNC(=O)COC(=O)c2cc(=O)[nH]c3ccccc23)cc1OCC
15: COc1cc(/C=N/NC(=S)NCCN2CCOCC2)ccc1O
16: COc1ccccc1/C=C(\NC(=O)c1ccc(OC)c(OC)c1)C(=O)Nc1cc([N+](=O)[O-])ccc1C
17: Cc1noc(C)c1NC(=O)Nc1ccc2c(c1)CC(=O)N([C@@H](C)CO)C[C@@H](C)[C@@H](CN(C)C(=O)Nc1cccc3ccccc13)O2
18: CCN(CC)C(=O)CSc1nc2ccccc2c(=O)n1CCC(=O)NCCc1ccc(OC)c(OC)c1
19: COc1cccc(-n2cc(CNC(=O)C3CCC(=O)N(C4CC4)C3)cn2)c1 (stereo not drawn)
20: O=C(COc1ccccc1Cl)N1N=C(c2cccs2)CC1c1ccco1 (stereo not drawn)
assay / entry	11	12	13	14	15	16	17	18	19	20
KB-3-1 tox	1%	4%	1%	9%	-3%	-9%	0%	?	1%	-7%
IL-1B inflam inh	-9	7	17	10	-4	66	4	18	70	-27
ATXN2 expr inh	4%	10%	49%[activator]	-10%	3%	-3%	10%	-25%	1%	4%
HT1080 IDH1KD tx	1%[9.24 µM]	8%	3%	-5%	2%	-17%	1%	13%	9%	-5%
HT1080NT lethal	6%	3%	5%	-3%	1%	-18%	5%	8%	4%	-12%
KB-V1 MDR tox	-3%	5%	12%	0%	-29%	0%	4%	-25%	?	-26%
SW480 rereplic	-10%	1%	8%	1%	-11%	19%	-2%	-2%	-27%	?
MCF10A rerep	-1%	1%	5%	0%	10%	13%	14%	9%	-8%	?
WRN helicase inh	3%	-13%	-1%	13%	7%	-5%	-6%	3%	-3%	-10%

21: CCOCC(=O)Nc1cccc(OC)c1
22: Cc1ccccc1Nc1c(-c2ccc(N3CCOCC3)cc2)nc2ncccn12
23: Cc1ccc(S(=O)(=O)Nc2ccc(Cl)cc2)cc1NC(=O)c1cc2c(s1)CCCC2
24: CC1(C)CC(N(Cc2ccccc2)C(=O)Cc2ccccc2)CCO1 (stereo not drawn)
25: CSCC[C@H](NC(=O)OC(C)(C)C)C(=O)NCC1CCC(C(=O)O)CC1 (stereo partly drawn)
26: CC(=O)c1ccc(Sc2ccccc2N)c([N+](=O)[O-])c1
27: Cc1ccc(S(=O)(=O)Nc2ccccc2C(=O)N2CCCC2)cc1
28: Cc1cc(NC(=O)COC(=O)CNS(=O)(=O)c2c(F)cc(F)cc2Br)no1
29: O=C(CN1C(=O)c2ccccc2S1(=O)=O)N1CCN(c2ccccc2F)CC1
30: COCCN1C(=O)CCC1(C)C(=O)Nc1ccc2c(c1)OCCO2 (stereo not drawn)
assay / entry	21	22	23	24	25	26	27	28	29	30
KB-3-1 tox	-5%	?	-6%	16%	-1%	1%	-14%	2%	0%	0%
IL-1B inflam inh	-12	-29	-64*	-10	-9	9	-11	?	3	-20
ATXN2 expr inh	16%	11%	-14%	-14%	-12%	/	-2%	-6%	-25%	5%
HT1080 IDH1KD tx	2%	5%	?	10%	-1%	9%	6%	5%	4%	8%
HT1080NT lethal	-7%	8%	?	8%	-1%	1%	2%	22%	1%	29%
KB-V1 MDR tox	0%	?	15µM*	-15%	12%	2%	-2%	15%	?	-3%
SW480 rereplic	-3%	-2%	4%	-258%[1.84 µM]	-5%	4%	-10%	0%	-1%	/
MCF10A rerep	-1%	2%	?	-5%	-1%	8%	1%	0%	-3%	/
WRN helicase inh	-19%	-2%	-8%	1%	0%	-2%	-16%	-4%	-1%	-6%

31: CSc1nc(N)c2c(n1)OC(N)=C(C#N)C2c1cccnc1 (stereo not drawn)
32: O=C1CSC(=Nc2ccc(Cl)cc2)N1
33: CCOC(=O)C1=C(C)N(C[C@@H]2CC[C@@H](Cc3ccc(-c4ccccc4)cc3)O2)C(=O)NC1c1ccc([N+](=O)[O-])cc1 (stereo partly drawn)
34: CCC(C)NC(=O)c1ccc2c(SCC(=O)O)c3c(nc2c1)CCCC3 (stereo not drawn)
35: COC(=O)C(c1ccccc1)C(CC(=O)c1ccccc1)c1ccccc1 (stereo not drawn)
36: CCS(=O)(=O)c1ccc2oc(Nc3ccccc3Cl)nc2c1
37: COc1ccccc1C(=O)C1CCCN(C(=O)c2cccc(-n3cccn3)c2)C1 (stereo not drawn)
38: CCOc1cc(C(c2c(C)[nH][nH]c2=O)c2c(C)[nH][nH]c2=O)ccc1O
39: COC(=O)c1ccccc1NC(=O)CSc1nnnn1C1CCCCC1
40: COC(=O)CCC(=O)N1CCCC(N2CCN(c3cccc(C(F)(F)F)c3)CC2)C1 (stereo not drawn)
41: COc1ccc(NS(=O)(=O)c2cccc(C(=O)N3CCN(S(=O)(=O)c4ccccc4)CC3)c2)cc1
42: CN1C(=O)/C(=C\C(=O)c2cccs2)c2ccccc21
43: O=S(=O)(Nc1nccs1)c1ccc(Br)cc1
assay / entry	31	32	33	34	35	36	37	38	39	40	41	42	43
KB-3-1 tox	10%	-21%	0%	1%	3%	-21%	-4%	-4%	-7%	-4%	-13%	?	-9%
IL-1B inflam inh	?	9	-64*	11	-7	-10	-28	-63*	-1	-4	0	-103*	0
ATXN2 expr inh	-4%	/	-21%	2%	/	69%[activator]	/	-6%	3%	-4%	-13%	?	-11%
HT1080 IDH1KD tx	5%	6%	-1%	6%	6%	?	7%	12%	4%	-9%	-1%	?	-1%
HT1080NT lethal	13%	10%	-1%	15%	-2%	-23%	21%	2%	8%	-1%	-6%	10µM*	-17%
KB-V1 MDR tox	-1%	?	0%	7%	?	?	?	0%	?	?	-4%	?	-1%
SW480 rereplic	-8%	0%	?	1%	/	10%	-19%	-6%	2%	-1%	4%	-71%[inhibitor]	-14%
MCF10A rerep	1%	3%	-15%	-23%	/	9%	1%	-5%	9%	?	13%	?	-2%
WRN helicase inh	-4%	-2%	-7%	4%	-1%	-5%	-5%	-25%[57.1 µM]	-5%	-1%	-4%	-14%	-1%

Filtered by structure: those above containing a COOH group
6: CC(=O)Oc1ccc(C)cc1N1C(=O)c2ccc(C(=O)O)cc2C1=O
25: CSCC[C@H](NC(=O)OC(C)(C)C)C(=O)NCC1CCC(C(=O)O)CC1 (stereo partly drawn)
34: CCC(C)NC(=O)c1ccc2c(SCC(=O)O)c3c(nc2c1)CCCC3 (stereo not drawn)
assay / entry	6	25	34
KB-3-1 tox	12%	-1%	1%
IL-1B inflam inh	5	-9	11
ATXN2 expr inh	4%	-12%	2%
HT1080 IDH1KD tx	20%	-1%	6%
HT1080NT lethal	7%	-1%	15%
KB-V1 MDR tox	14%	12%	7%
SW480 rereplic	-4%	-5%	1%
MCF10A rerep	?	-1%	-23%
WRN helicase inh	2%	0%	4%
